Bioassay records deposited in PubChem BioAssay by several laboratories.
Yfh1-off respiration – enhancers of respiration in Yfh1-depleted yeast, dose response, Friedreich's ataxia, plus single-dose screen (AID 1465) | S. cerevisiae Yfh1-off respiration, WST-1 reduction, 72 h; higher fold induction means a stronger effect | fold induction at 50 µM, or EC50 in µM where a hit was titrated | 220,000 tested, 0.074% active;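 active = fold induction of absorbance versus untreated yeast above a set limit, then at least 30% activation at any dose in follow-up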;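 also: activators that raise dye reduction in frataxin-depleted yeast; strong numbers were not always called active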
Autophagy HCS – autophagy modulators in MEF cells, primary screen, imaging, high-content, MEF GFP-LC3. MEF GFP-LC3 puncta imaging; test concentration mostly 10 µM. calls only at 10 µM (by protocol). 190,000 tested, 0.98% active;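 active = percentage of spot-positive cells more than 3 SD above its plate mean, without a fluorescence outlier flag or 80% toxicity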;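 also: spot-positive cell cutoff set from DMSO-treated cells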
M17LAP inhibition – P. falciparum M17LAP inhibitors, primary screen, biochemical, fluorogenic H-Leu-NHMec substrate, 1536-well (AID 1619). inhibition, % at 30 µM, or IC50 in µM where a hit was titrated. recombinant M17LAP, H-Leu-NHMec fluorogenic kinetic assay; higher % means a stronger effect. 220,000 tested, 0.38% active;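 active = compound inhibiting the enzyme by more than half at any dose during confirmatory dose-response retesting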;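 also: plate controls were full reaction with DMSO carrier for no effect and no enzyme background for full effect; strong numbers were not always called active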
MT stabilize HCS – microtubule stabilizers in HeLa cells, primary screen, imaging, high-content imaging; 200,000 tested, 0.83% active; % tubulin-high responders, % at 10 µM; AID 2205, 2009; HeLa tubulin immunostaining HCS, 24 h; share of cells brighter than vehicle mean+2SD;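 active = plate Z-score above 3 for both tubulin-high and condensed-nucleus cell shares, with cell loss under 80%, at 10 µM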;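 also: anti alpha tubulin signal scored within the nucleus-defined area of each cell; some results filed as inactive read as strong as hits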
WT yeast gro inh – growth inhibition of WT strain, primary screen, mitochondrial fusion inhibitor project, WT and mutant strains, chemical genetic. 190,000 tested, 2.1% active. mitochondrial fusion phenotypic screen. inhibition, % at 10 µM; in the data active = inhibition above about 58%; tested in S. cerevisiae
T cell HTS – modulators of CD8 T cell-vesicle binding, primary screen, mouse 2C CD8+ T cells, flow cytometry | calls only at 7 µM | 330,000 tested, 0.068% active | 2C CD8+ T cell-vesicle binding; stronger effect = lower value | AID 2052, 2009;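 active = response, share of CD8 T cells binding vesicles, and their 90th percentile fluorescence all below set limits, cut at about 80% in these data, passing the limit was not always enough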
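Test system: purified 2C TCR transgenic mouse naive CD8+ T cells. Probe or stimulus: QL9-peptide-loaded Drosophila micro-vesicles bearing Ld, ICAM-1 and B7-1. Incubation: binding step 1.5 h, 37 °C, antibody labelling 20 min, ice. Measured by: flow cytometry of vesicle-bound cells.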
M1AAP inhibition – P. falciparum M1AAP inhibitors, biochemical, fluorogenic H-Leu-NHMec substrate, 1536-well (AID 1445). recombinant M1AAP, H-Leu-NHMec fluorogenic kinetic assay; higher % means a stronger effect. Aminopeptidase N (Plasmodium falciparum (isolate 3D7)). inhibition, % at 30 µM; hits with a dose series show IC50 in µM. 220,000 tested, 0.42% active;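 active = primary inhibition above the hit cutoff, then over 50% inhibition at one or more dose response concentrations, cut at about 23% in these data, passing the limit was not always enough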;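 also: plate controls were DMSO full reaction for no effect and no enzyme background for full effect; strong numbers were not always called active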
b-catenin transl – modulators of beta-catenin nuclear translocation, primary screen, imaging, HeLa cells, immunofluorescence, high-content | nuclear translocation activity, % at 5 µM | 190,000 tested, 0.3% active | AID 1665, 2009;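 active = nuclear translocation activity above 50% at 5 µM, with a well cell count of 50 or more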;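 also: per-cell ratio of nuclear to cytoplasmic median beta-catenin stain intensity; plate controls were DMSO negative control for no effect and GSK-3 inhibitor IX positive control for full effect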
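Technique: fluorescence imaging of beta-catenin antibody stain plus DAPI / Material: human HeLa cell line / Incubation: compound treatment 24 h, 37°C, 5% CO2 / Read-out basis: % activation of per-cell nuclear versus cytoplasmic median beta-catenin signal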
Dynein cargo inh – inhibitors of GR-EGFP nuclear translocation, primary screen, dynein cargo transport inhibitor project, imaging, high-content, 3617.4 mouse cells | test concentration mostly 20 µM; stimulated with dexamethasone, 1 µM; stronger effect = lower value | z-score, hits read low | 220,000 tested, 0.47% active;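 active = plate z-score of nuclear minus cytoplasmic receptor signal below a set negative limit, without overly bright fluorescence or cell loss, cut at about -3.5 in these data, passing the limit was not always enough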;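 also: z-score of nuclear minus cytoplasmic ring GR-EGFP intensity difference per well; some compounds called inactive have numbers as strong as hits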
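Schedule: 48 h induction, then 1 h compound, then 30 min agonist, 37 °C. Buffer or medium: tetracycline-free induction medium containing charcoal-stripped FBS. Reagent: 1.0 µM final dexamethasone stimulus. Evaluation: nuclear versus cytoplasmic GR-EGFP signal, averaged per well. Signal: high-content fluorescence imaging after fixation.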
WT yeast gro inh mutant strain – recorded beside WT yeast gro inh, whose call it bears; inhibition, %; mitochondrial fusion phenotypic screen, mutant strain inhibition
Dynein cargo inh cytoplasmic EGFP – second read-out of Dynein cargo inh, no call of its own (marks repeat the call); z-score; measured here: cytoplasmic GR-EGFP intensity; stronger effect = higher value
Dynein cargo inh nuclear GR-EGFP – further read-out of Dynein cargo inh, marked with its call; z-score; measured here: nuclear GR-EGFP intensity;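 lower value marks the stronger effect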
Dynein cargo inh cell count – recorded beside Dynein cargo inh, whose call it bears; z-score; measured here: cell count per field
b-catenin transl cell count 5 µM – also measured in b-catenin transl; calls as there; cell count; measured here: cell count, cytotoxicity flag
T cell HTS vesicle-bound % – second read-out of T cell HTS, no call of its own (marks repeat the call); double positive events, %; measured here: CD8+ vesicle-bound cell fraction;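 binding gate set so that unloaded-vesicle control wells show 10% double positive cells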
MT stabilize HCS Hoechst-high % – recorded beside MT stabilize HCS, whose call it bears; % Hoechst-high responders; measured here: nuclear condensation Hoechst responders;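 share of cells brighter than vehicle mean plus two SD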
MT stabilize HCS cytotoxicity % – also measured in MT stabilize HCS; calls as there; toxicity, %; measured here: cytotoxicity by cell density;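 0% = mean cell density of plate MIN control wells and 100% = no cells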
Autophagy HCS cell loss 18 h – recorded beside Autophagy HCS, whose call it bears; toxicity, %; measured here: cell loss, nuclei count;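 cell loss after 18 h compound exposure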
Active calls of the source: *; i = inactive; . = not tested or not shown; + = active, no number.

SMILES	Yfh1-off respiration	Autophagy HCS	Autophagy HCS cell loss 18 h	M17LAP inhibition	MT stabilize HCS	MT stabilize HCS Hoechst-high %	MT stabilize HCS cytotoxicity %	WT yeast gro inh	WT yeast gro inh mutant strain	T cell HTS	T cell HTS vesicle-bound %	M1AAP inhibition	b-catenin transl	b-catenin transl cell count 5 µM	Dynein cargo inh	Dynein cargo inh cytoplasmic EGFP	Dynein cargo inh nuclear GR-EGFP	Dynein cargo inh cell count
CCCc1cc(NC(=O)CCl)n(-c2ccccc2)n1	i	i	16	11%	3.0	2.5	3.4	-13	19	i	63	2%	2.9	1482	-4*	0.54*	-2.1*	1.1*
CCOC(=O)N1CCN(S(=O)(=O)c2cc([N+](=O)[O-])c(C)cc2C)CC1	i	i	15	2%	2.1	1.2	3.0	0	11	i	44	0%	-0.5	912	-0.84	-0.039	-0.19	0.71
O=c1c2ccccc2nnn1CSc1ncnc2ccccc12	i	i	-9	3%	1.6	1.6	4.4	26	0	i	42	11%	-0.2	1250	-0.75	-0.16	-0.32	1.2
COc1cc(/C=C(/NC(=O)c2ccccc2Cl)C(=O)O)cc(OC)c1OC	i	i	8	4%	1.0	1.1	6.6	-1	9	i	37	2%	1.6	1327	-0.23	-0.19	-0.51	0.24
COc1ccccc1C(=O)NCC(=O)OCC(=O)c1ccc2c(c1)-c1ccccc1C2	i	i	2	2%	3.0	2.1	4.1	5	14	i	64	6%	0.1	1070	-0.42	-0.19	-0.14	0.28
CN(CC(=O)N1CCN(Cc2ccccc2)CC1)S(=O)(=O)c1cccc2nsnc12	i	i	12	2%	4.8	2.6	0.9	1	4	i	47	-1%	-1.5	1112	0.31	-0.28	0.24	0.3
Cc1cc(=O)oc2c(CN3CCC(C)CC3)c(O)c(Cl)cc12	i	i	0	i	2.6	2.4	7.4	0	0	i	46	33µM*	.	.	-0.1	-0.26	-0.072	0.37
NS(=O)(=O)c1ccc(CCNC(=O)COC(=O)CC(c2ccccc2)c2ccccc2)cc1	i	i	-25	0%	1.5	1.7	4.9	-2	7	i	48	8%	2.0	1074	1.6	-0.22	0.86	-0.95
CCCCN1/C(=C/c2ccc3ccccc3[n+]2CC)Sc2ccccc21	i	+	1.0*	21%	7.9	2.8	0.8	71	75	.	.	31%	1.3	1165	0.13	47	5.8	-0.49
O=[N+]([O-])c1cccc(-c2cn(-c3ccccc3)c(=S)[nH]2)c1	i	i	-5	18%	2.2	1.3	13	8	14	i	58	5%	-1.0	1178	-0.85	-0.23	-0.74	1.2
COc1cccc(C(=O)CSc2nc3ccccc3n2CC(=O)N2CCOCC2)c1	i	i	-1	10%	3.5	2.6	10	13	3	i	60	1%	-5.2	957	-0.67	-0.13	-0.14	-0.11
CCS(=O)(=O)CCSc1nc(C)cc(C)n1	i	i	45	-14%	1.5	1.4	13	-14	4	i	24	-1%	1.0	1128	0.29	-0.21	0.24	0.1
CCCCc1nnc(NC(=O)CSc2nc(=O)cc(N)n2-c2cccc(C)c2)s1	i	i	-8	12%	1.1	0.8	6.3	-7	1	i	36	13%	.	.	1.1	0.59	1.1	-1.3
CCC(C)(C(=O)NC1CCCC1)N(Cc1ccco1)C(=O)Cc1cccs1 (stereo unspecified)	i	i	2	10%	3.6	1.6	4.3	-14	2	i	58	2%	-3.2	959	-0.36	-0.1	-0.3	0.25
COCCNC(=O)C(c1cccs1)N(Cc1ccccc1)C(=O)Cn1nnc2ccccc21 (stereo unspecified)	i	i	-11	8%	2.4	1.2	11	-10	-7	i	50	0%	-1.8	1208	0.23	0.81	0.41	0.059
CCOc1cc(Br)ccc1S(=O)(=O)N1CC(C)OC(C)C1 (stereo unspecified)	i	i	8	-7%	2.3	2.2	8.6	-2	11	i	28	5%	-2.4	1185	-0.18	-0.29	-0.18	1
Cc1ccc(NC(=O)NNS(=O)(=O)c2ccc(Br)cc2)cc1	i	i	9	14%	3.6	2.7	6.5	-1	12	i	42	3%	.	.	0.13	-0.2	-0.077	-0.32
Brc1ccccc1OCCOc1cccc2cccnc12	i	i	-15	1%	1.9	2.4	14	13	2	i	28	6%	4.0	438	0.31	-0.25	0.16	0.062
CC1=CC(=C2C(=O)c3ccccc3C2=O)C=C(C)O1	.	i	14	12%	6.3	5.3	6.0	10	18	i	43	5%	-1.8	1362	-0.34	-0.3	0.27	-0.66
O=C(CSc1ccccc1)Nc1nc2ccccc2[nH]1	i	i	-3	1%	7.3	2.1	5.5	9	15	i	46	16%	0.3	1067	0.43	-0.16	0.13	-0.17

Random excerpt: 3 entries already listed
SMILES	Yfh1-off respiration	Autophagy HCS	Autophagy HCS cell loss 18 h	M17LAP inhibition	MT stabilize HCS	MT stabilize HCS Hoechst-high %	MT stabilize HCS cytotoxicity %	WT yeast gro inh	WT yeast gro inh mutant strain	T cell HTS	T cell HTS vesicle-bound %	M1AAP inhibition	b-catenin transl	b-catenin transl cell count 5 µM	Dynein cargo inh	Dynein cargo inh cytoplasmic EGFP	Dynein cargo inh nuclear GR-EGFP	Dynein cargo inh cell count
CCOC(=O)N1CCN(S(=O)(=O)c2cc([N+](=O)[O-])c(C)cc2C)CC1	i	i	15	2%	2.1	1.2	3.0	0	11	i	44	0%	-0.5	912	-0.84	-0.039	-0.19	0.71
CCCc1cc(NC(=O)CCl)n(-c2ccccc2)n1	i	i	16	11%	3.0	2.5	3.4	-13	19	i	63	2%	2.9	1482	-4*	0.54*	-2.1*	1.1*
CCOc1cc(Br)ccc1S(=O)(=O)N1CC(C)OC(C)C1 (stereo unspecified)	i	i	8	-7%	2.3	2.2	8.6	-2	11	i	28	5%	-2.4	1185	-0.18	-0.29	-0.18	1

Further compounds.
SMILES	Yfh1-off respiration	Autophagy HCS	Autophagy HCS cell loss 18 h	M17LAP inhibition	MT stabilize HCS	MT stabilize HCS Hoechst-high %	MT stabilize HCS cytotoxicity %	WT yeast gro inh	WT yeast gro inh mutant strain	T cell HTS	T cell HTS vesicle-bound %	M1AAP inhibition	b-catenin transl	b-catenin transl cell count 5 µM	Dynein cargo inh	Dynein cargo inh cytoplasmic EGFP	Dynein cargo inh nuclear GR-EGFP	Dynein cargo inh cell count
CCCc1nnc(NC(=O)CCC(=O)NCc2ccc(OC)cc2)s1	i	.	.	14%	.	.	.	.	.	i	60	3%	0.8	1300	-0.75	-0.15	-0.45	0.92
CC(C)=CCCC1(C)C=Cc2c(ccc3c2[nH]c2cc(O)c(C)cc23)O1 (stereo unspecified)	i	i	-11	-2%	2.9	1.6	13	96	96	i	45	5%	1.6	1129	1.1	-0.25	0.82	-0.27
COC(=O)c1ccc(NC(=O)CCN2CCN(Cc3ccccc3)CC2)cc1	i	i	9	7%	3.6	2.2	6.3	-19	-3	i	40	-1%	0.6	1184	2	-0.23	1	0.21
Cc1ccc2c(CSc3nncn3C)cc(=O)oc2c1C	i	i	-17	12%	2.2	1.9	6.0	5	3	i	29	5%	-2.9	1153	-0.2	-0.22	-0.027	0.16
CCn1c(=NC(=O)CSCC(=O)Nc2nccs2)sc2ccccc21	i	i	-11	-5%	1.6	1.4	5.6	9	-7	i	33	4%	-2.0	1199	2.5	-0.12	2	-1
Oc1c(CN2CCOCC2)cc(-c2ccccc2)cc1CN1CCOCC1	i	i	-4	0%	1.1	1.2	8.2	-4	5	i	20	7%	.	.	-0.13	-0.17	0.18	-0.11
COc1ccc(CC(=O)N2N=C(c3ccncc3)CC2(O)C(F)(F)F)cc1 (stereo unspecified)	i	i	18	-3%	15*	49*	33*	-6	12	i	60	5%	12	790	-0.65	-0.3	0.27	-0.47
Cn1ncc2c(NNC(=O)C3CCCCC3)ncnc21	i	i	15	4%	3.8	1.6	10	4	23	i	28	2%	0.5	1071	-1.2	-0.25	-0.8	1.2
CCCCOC(=O)Nc1nnc(-c2ccccc2OC)s1	i	i	33	0%	1.7	2.1	13	6	-3	i	20	4%	-6.2	1057	-0.54	-0.24	-0.19	0.49
O=C(NCc1cccs1)c1cc2ccccc2o1	i	i	-3	-4%	2.0	2.4	3.7	-10	-32	i	39	5%	-1.6	1155	-0.61	-0.22	-0.18	1.1
Cc1cc2[nH]ncc2cc1NC(=S)NC(=O)c1ccccc1	i	i	-1	4%	2.6	2.0	9.6	-9	-1	i	34	14%	.	.	-0.25	-0.046	-0.4	0.46
COC(=O)CSc1nnc(CNC(=O)c2cccs2)n1-c1cc(OC)ccc1OC	i	i	12	-3%	1.6	1.8	10	-15	-5	i	54	4%	1.9	1393	0.4	-0.18	0.3	-0.37
CCCn1c(NC(=O)c2cccc(C)c2C)nc2ccccc21	i	i	16	-6%	22	15	30	42	15	i	23	-14%	.	.	0.46	-0.058	0.42	0.26
c1ccc(Nc2nc(-c3ccncc3)nc3ccccc23)cc1	i	i	-15	12%	3.9	2.8	8.2	-8	24	i	11	6%	-1.4	1103	-0.25	-0.23	-0.29	-0.12
O=C1CC(N2CCN(c3ccccc3)CC2)C(=O)N1CCc1ccccc1 (stereo unspecified)	i	i	-9	5%	6.5	1.7	8.7	2	13	i	20	2%	0.3	812	-0.3	-0.24	0.36	0.69
